PLAP inhibitors HTS: inhibition of human placental alkaline phosphatase – biochemical, luminescence, HTS (AID 690) | purified PLAP, luminescent substrate; higher % means a stronger effect | inhibition, % at 20 µM; hits with a dose series show IC50 in µM | actives 0.08% (n = 96,000); in the data active = a potency from the dose series; inactive = the rest, 99 in 100 with inhibition below about 30%; also: strong numbers were not always called active
NFkB transloc inh: blocks IL-1B driven NFkB nuclear translocation in HUVEC cells. HUVEC IL-1B NFkB p65 nuclear translocation imaging. inhibition, % at 2 µM. actives 0.43% (n = 94,000);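 active = inhibition above about 30% together with a positive call from visual inspection of the well image, limit read from the data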;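 also: nuclear over cytoplasmic p65 intensity ratio measured by imaging; 0% = IL-1B stimulated DMSO wells and 100% = unstimulated DMSO wells; values of inactives mirror those of a sister screen read the other way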
MRP reversal: MRP-mediated drug resistance reversal. H69AR cells + 2 uM doxorubicin, CellTiter-Glo, 72 h. differential viability (reversal), % at 10 µM. actives 0.04% (n = 85,000). AID 602;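 active = viability drop by adding the cancer drug above about 55%, with treated viability meeting a 40% cutoff, limit read from the data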;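 also: viability without doxorubicin minus viability with 2 µM doxorubicin for each compound; larger differential means the compound sensitizes cells more to doxorubicin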
Bcl-B displacement: displacers of TR3 peptide from Bcl-B, primary screen, selectivity assay for Bfl-1 inhibitor project, biochemical, fluorescence polarization; FP displacement of FITC-TR3 peptide from Bcl-B; higher % means a stronger effect; AID 748; displacement, % at 20 µM; hits with a dose series show IC50 in µM; actives 0.11% (n = 96,000);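 active = displacement above 50% at 20 µM plus a fluorescence interference ratio under 1.5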;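 also: plate controls were wells without compound for no effect and wells lacking Bcl-B protein for full effect; a part of the inactive calls stands beside numbers as strong as those of hits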
NFkB transloc pot: enhances IL-1B driven NFkB nuclear translocation; activation, % at 2 µM; actives 0.3% (n = 94,000); HUVEC IL-1B NFkB p65 nuclear translocation imaging;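 active = activation above 40%, about the mean plus 3 SD, also judged a hit on visual image review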;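 also: percent activation is computed from the nuclear over cytoplasmic p65 intensity ratio; values of inactives mirror those of a sister screen read the other way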
MRP reversal cytotoxicity: also measured in MRP reversal; calls as there; viability, %; H69AR cells, CellTiter-Glo, 72 h; measured here: cytotoxicity without doxorubicin
MRP reversal with doxorubicin: recorded beside MRP reversal, whose call it bears; viability, %; measured here: viability with 2 uM doxorubicin; active compounds read low
NFkB transloc inh cell count 2 µM: further read-out of NFkB transloc inh, marked with its call; cell count; measured here: cells passing quality filter;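 raw number of nuclei counted in each imaged well without normalization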
NFkB transloc pot cell count 2 µM: further read-out of NFkB transloc pot, marked with its call; cell count; measured here: cells passing quality filter
* marks the source's active call; other numbers are inactive results; / = no result given.

compound | PLAP inhibitors HTS | NFkB transloc inh | NFkB transloc inh cell count 2 µM | MRP reversal | MRP reversal cytotoxicity | MRP reversal with doxorubicin | Bcl-B displacement | NFkB transloc pot | NFkB transloc pot cell count 2 µM
CCCn1cc2c(c1-c1cccc(C)c1)c(=O)n(C)c(=O)n2C | -28% | -3 | 149 | -1 | 78 | 80 | 2% | 3 | 149
CCOC(=O)c1c(N=CN(C)C)c(C#N)n2c1CCC2 | -4% | 16 | 169 | 7 | 95 | 89 | -2% | -16 | 169
CCOC(=O)c1ccc(NC(=O)CSCc2ccco2)cc1 | -23% | -20 | 138 | / | / | / | 0% | 21 | 138
CC1CCN(CCCNC(=O)c2cc3c(=O)n(C)c4ccccc4c3n2C)CC1 | -65% | -8 | 209 | 18 | 72 | 54 | -10% | 8 | 209
CCN(CCCNC(=O)C1CCN(S(=O)(=O)CC)CC1)c1ccccc1 | -52% | / | / | -9 | 79 | 88 | -8% | / | /
Cc1noc(C)c1CSCC(=O)Nc1nc2ccc(Oc3ccccc3)cc2s1 | -42% | -3 | 218 | 20 | 77 | 57 | -12% | 3 | 218
CCc1c(C)nc2ncnn2c1N1CCCC(C(=O)NCCc2ccc(OC)cc2)C1 (stereo not drawn) | 0% | -35 | 131 | -8 | 70 | 78 | 2% | 35 | 131
CCOC(=O)c1[nH]c2c(c1C)C(=O)CC(c1ccc(N(C)C)cc1)C2 (stereo not drawn) | -7% | / | / | 5 | 100 | 96 | -1% | / | /
O=C(CSc1ccccn1)N1CCN(c2ccc(Cl)cc2)CC1 | 6% | -14 | 193 | 26 | 110 | 84 | 4% | 14 | 193
O=C(CC1Oc2ccccc2NC1=O)NC1CCCC1 (stereo not drawn) | 14% | / | / | -9 | 88 | 97 | -4% | / | /
CSc1nc(-c2ccccc2)nn1C(=O)c1ccccc1 | 12% | -10 | 167 | / | / | / | -14% | 10 | 167
CC1CCCCN1C(=O)Cn1cc(/C=C2/C(=O)Nc3ccccc32)c2ccccc21 (stereo not drawn) | -23% | 4 | 178 | 4 | 57 | 53 | -23% | -4 | 178
O=C(NC(=O)N1CCN(c2ccccc2)CC1)c1ccc(Cl)cc1 | / | 4 | 75 | 1 | 88 | 87 | / | -4 | 75
Cc1c(C)c2c(C)[nH]nc2oc1=O | 2% | 14 | 25 | -6 | 92 | 98 | -4% | -14 | 25
Cc1cc(C)c(S(=O)(=O)c2ccccc2C)c(OCC(C)(C)C)n1 | 11% | 4 | 147 | / | / | / | -1% | -5 | 147
O=C(NC1=NCCS1)c1cc(-c2ccccc2)nn1-c1ccccc1 | 1% | / | / | -1 | 99 | 99 | 5% | / | /
O=C(Nc1ccccc1O)c1cc(S(=O)(=O)N2CCOCC2)ccc1Cl | -9% | -16 | 77 | 14 | 96 | 82 | -1% | 15 | 77
O=C(NCN1CCN(c2ccccc2F)CC1)c1cccnc1 | 0% | -4 | 91 | / | / | / | -3% | 4 | 91
CN(Cc1nc2ccccc2c(=O)[nH]1)Cc1cc(=O)oc2ccc3ccccc3c12 | -56% | -7 | 169 | 5 | 91 | 86 | -13% | 7 | 169
Cc1c(Cl)cccc1NC(=O)CN1C(=O)CSc2ncccc21 | -62% | 5 | 197 | 13 | 86 | 73 | -29% | -5 | 197
CCCCn1nnnc1SCC(=O)Nc1ccc2c(c1)OCCO2 | 19% | -5 | 157 | 12 | 93 | 81 | 1% | 5 | 157
O=C(NCCCN1CCN(c2cccc(Cl)c2)CC1)C1CCC(=O)N1Cc1ccccc1Cl (stereo not drawn) | -58% | -3 | 149 | 9 | 84 | 75 | 5% | 3 | 149
COc1ccccc1-n1c(SCC(=O)N2CCOCC2)nc(O)c(Cc2ccccc2)c1=O | -24% | -12 | 140 | -12 | 88 | 100 | -3% | 12 | 140
COc1ccc(/C=N/NC(=O)c2ccn[nH]2)cc1COc1ccc(Cl)cc1 | -50% | / | / | / | / | / | 12% | / | /
Cc1onc(-c2ccccc2)c1C(=O)Nc1nc(-c2ccc(F)c(F)c2)cs1 | -8% | 2 | 80 | -12 | 55 | 67 | -2% | -2 | 80
CCOc1ncccc1C(=O)OCc1ccc(C(=O)OC)o1 | -19% | -8 | 202 | -4 | 86 | 90 | -13% | 8 | 202
Cc1nc2sc3c(c2c2nc(-c4ccco4)nn12)CCCC3 | 6% | / | / | -11 | 9 | 20 | 1% | / | /
Cc1ccc(CNC(=O)Cn2ccc3ccccc3c2=O)o1 | -6% | -11 | 105 | 9 | 97 | 88 | 2% | 11 | 105
CCCc1cc(=O)[nH]c(Nc2ccc(O)cc2)n1 | 17% | -9 | 199 | -1 | 94 | 95 | 13% | 9 | 199
CCOC(=O)C(C(C)=O)c1c(Br)c(O)c(O)c2c(C(=O)c3ccc(C)cc3)coc12 (stereo not drawn) | -37% | 4 | 120 | 1 | 1 | 0 | 18% | -4 | 120
NC(=O)c1cccc2c(=O)oc3ccccc3c12 | 0% | 2 | 184 | -12 | 98 | 110 | 37% | -2 | 184
Nn1c(SCC(=O)Nc2ccc(Oc3ccccc3)cc2)nnc1C1CC1 | / | -24 | 157 | -2 | 79 | 81 | / | 23 | 157
CSc1nc(-c2ccccc2)[nH]c(=S)c1C(C)=O | -6% | / | / | 7 | 92 | 86 | -5% | / | /
CCOC(=O)C1C(c2ccc(O)c(OCC)c2)NC(=S)NC1(O)C(F)(F)F (stereo not drawn) | -6% | -7 | 122 | / | / | / | -9% | 7 | 122
Cc1cc(C)n(CC(O)Cn2c3ccccc3c3ccccc32)n1 (stereo not drawn) | -8% | -19 | 113 | -17 | 58 | 75 | 2% | 19 | 113
Cc1cc(NC(=O)c2cc(S(=O)(=O)N3CCCCC3)ccc2C)n(-c2ccccn2)n1 | -44% | 2 | 136 | 27 | 67 | 40 | 1% | -2 | 136
CCOC(=O)c1ccc(N=c2sc(C(=O)OC)cc(=O)n2Cc2ccco2)cc1 | -28% | / | / | -1 | 1 | 2 | 1% | / | /
CCOc1ccc(Cc2nnc(N)s2)cc1OCC | 7% | -26 | 114 | 9 | 88 | 79 | -4% | 26 | 114
COc1ccc(-n2cnnc2SCc2ncc(-c3ccccc3)o2)cc1 | 8% | 12 | 116 | 11 | 80 | 69 | -19% | -12 | 116
CCCS(=O)(=O)N1CCC(C(=O)NCCCN(CC)c2cccc(C)c2)CC1 | -6% | 3 | 159 | 12 | 91 | 80 | -8% | -3 | 159
Cn1c(C(=O)NCc2cccs2)cc2c(=O)n(C)c3ccccc3c21 | 13% | -3 | 210 | -6 | 40 | 45 | 0% | 3 | 210
COc1ccccc1N1CC(C(=O)Nc2ccc(S(=O)(=O)N3CCOCC3)cc2)CC1=O (stereo not drawn) | -87% | -6 | 164 | / | / | / | 34% | 6 | 164
CN(C)C=NC(=O)c1ccc(N2CCN(c3ncc(C(F)(F)F)cc3Cl)CC2)cc1 | -10% | -2 | 75 | 1 | 47 | 46 | -6% | 2 | 75
Cc1ccc(NC(=O)c2nn(C34CC5CC(CC(C5)C3)C4)cc2[N+](=O)[O-])cc1 | 13% | -8 | 146 | / | / | / | 19% | 7 | 146
CC1CCN(c2nc3nonc3nc2N2CCC(C)CC2)CC1 | / | -8 | 140 | 1 | 105 | 104 | / | 8 | 140
FC(F)(F)c1ccc(CN2CCCCCC2)cc1 | 0% | 4 | 200 | 12 | 100 | 88 | 9% | -4 | 200
CCOC(=O)Cc1csc(NC(=O)COc2ccc(N(C)S(=O)(=O)c3ccc(C)cc3)cc2)n1 | -59% | -7 | 174 | 15 | 89 | 74 | -45% | 7 | 174
COC(=O)c1cc(S(=O)(=O)NC2CCN(Cc3ccccc3)CC2)cn1C | -52% | 2 | 73 | 9 | 96 | 87 | 4% | -2 | 73
COc1ccccc1-c1nnc(SCc2nc3ccccc3s2)n1C | -1% | 10 | 123 | -5 | 84 | 89 | -18% | -10 | 123
CCOC(=O)c1c(C)[nH]c(C(=O)COC(=O)C2CC(=O)N(Cc3ccccc3)C2)c1C (stereo not drawn) | -23% | / | / | -37 | 53 | 90 | 4% | / | /
O=C(NCCCO)c1nc2ccccc2s1 | 15% | -42 | 137 | -6 | 92 | 97 | 2% | 42* | 137*
COc1cccc(S(=O)(=O)NCc2ccc(C(=O)NCc3ccco3)cc2)c1 | -16% | -21 | 127 | 3 | 90 | 87 | 0% | 21 | 127
COc1ccc(NC(=O)c2ccc(-n3cccn3)nc2)cc1 | 12% | 3 | 122 | / | / | / | -5% | -3 | 122
Cc1noc(C)c1COC(=O)c1cccc(S(=O)(=O)N2c3ccccc3CC2C)c1 (stereo not drawn) | 2% | -14 | 120 | 27 | 86 | 60 | -13% | 14 | 120
c1ccc(-c2noc(CN3CCN(c4ccccc4)CC3)n2)cc1 | -57% | / | / | 4 | 104 | 100 | -7% | / | /
Cc1ccc(-c2nc(CS(=O)CC(=O)NCCN3CCOCC3)c(C)o2)cc1 (stereo not drawn) | -53% | / | / | -17 | 76 | 94 | -8% | / | /
CN(CC(=O)Nc1sccc1C#N)C1CCCCC1 | / | -9 | 145 | 2 | 84 | 83 | / | 9 | 145
Cc1ccc(C)c(Cn2c(CN(C)Cc3ccccc3)nc3c2c(=O)n(C)c(=O)n3C)c1 | -66% | 2 | 139 | 2 | 63 | 61 | -17% | -2 | 139
Cc1c(N)cccc1-c1nc2ccccc2[nH]1 | / | 9 | 95 | 9 | 95 | 86 | / | -9 | 95
CC(NC(=O)c1csc2ccccc12)C1CCCO1 (stereo not drawn) | 0% | -12 | 96 | 5 | 88 | 83 | 7% | 12 | 96
CC1CC(C)CN(S(=O)(=O)c2cccc(C(=O)N3C(=O)c4cccc(N)c4C3=O)c2)C1 (stereo not drawn) | 2% | -13 | 176 | / | / | / | 1% | 13 | 176
OC(CN1CCN(c2ccccc2)CC1)c1c[nH]c2ccccc12 (stereo not drawn) | -11% | 6 | 179 | 1 | 38 | 37 | -22% | -6 | 179
O=C(NCC(c1ccco1)N1CCCC1)c1ccccc1F (stereo not drawn) | -37% | 14 | 144 | / | / | / | -3% | -14 | 144

Structures listed so far that have a Cl atom:
compound | PLAP inhibitors HTS | NFkB transloc inh | NFkB transloc inh cell count 2 µM | MRP reversal | MRP reversal cytotoxicity | MRP reversal with doxorubicin | Bcl-B displacement | NFkB transloc pot | NFkB transloc pot cell count 2 µM
O=C(CSc1ccccn1)N1CCN(c2ccc(Cl)cc2)CC1 | 6% | -14 | 193 | 26 | 110 | 84 | 4% | 14 | 193
O=C(NC(=O)N1CCN(c2ccccc2)CC1)c1ccc(Cl)cc1 | / | 4 | 75 | 1 | 88 | 87 | / | -4 | 75
O=C(Nc1ccccc1O)c1cc(S(=O)(=O)N2CCOCC2)ccc1Cl | -9% | -16 | 77 | 14 | 96 | 82 | -1% | 15 | 77
Cc1c(Cl)cccc1NC(=O)CN1C(=O)CSc2ncccc21 | -62% | 5 | 197 | 13 | 86 | 73 | -29% | -5 | 197
O=C(NCCCN1CCN(c2cccc(Cl)c2)CC1)C1CCC(=O)N1Cc1ccccc1Cl (stereo not drawn) | -58% | -3 | 149 | 9 | 84 | 75 | 5% | 3 | 149
COc1ccc(/C=N/NC(=O)c2ccn[nH]2)cc1COc1ccc(Cl)cc1 | -50% | / | / | / | / | / | 12% | / | /
CN(C)C=NC(=O)c1ccc(N2CCN(c3ncc(C(F)(F)F)cc3Cl)CC2)cc1 | -10% | -2 | 75 | 1 | 47 | 46 | -6% | 2 | 75

Bioassay records: PubChem, several laboratories

Some of the compounds tested; count on the stated rates, not on these rows.
